All columns: NCI-60 one-dose screen, growth in % after 48 h at 10 µM unless noted; 100 = growth as untreated, 0 = no growth, -100 = all killed.
M14: M14 melanoma; 80,000 tested, 6.2% active
EKVX: EKVX NSCLC | 71,000 tested, 3% active
HOP-92: HOP-92 NSCLC cells; AID 1794738; 71,000 tested, 6.3% active
A549/ATCC: A549/ATCC NSCLC | 81,000 tested, 3.7% active | AID 1794740
SK-MEL-5: SK-MEL-5 melanoma | 80,000 tested, 6.4% active | AID 1794755
LOX IMVI: LOX IMVI melanoma; 79,000 tested, 7.4% active
HOP-62: HOP-62 NSCLC; 80,000 tested, 3.9% active
CCRF-CEM: CCRF-CEM leukemia; AID 1794778; 77,000 tested, 7% active
* = called active by the depositor; . = no result given; & = joins results of further samples. Rule for the calls: active = growth percent below 10; inactive = the rest.

SMILES	M14	EKVX	HOP-92	A549/ATCC	SK-MEL-5	LOX IMVI	HOP-62	CCRF-CEM
Cc1ccsc1/C=C1/C(=O)N(C)c2ccccc21	101	45	93	101	82	93	97	107
NS(=O)(=O)c1ccc(N=Nc2c(O)n(Cc3ccccc3)c3ccccc23)cc1	106	87	66	75	88	95	105	64
COc1ccc(/C=N/OCC(O)CN2CCC(O)CC2)cc1OC1CCCC1 (stereo not drawn)	94	.	98	101	99	105	103	113
NNc1ccc(C(=O)O)cc1	107&100	128	90	116&90	105&103	98&102	107&99	128&91
CC1C(=O)c2ccccc2CC1C(=O)O (stereo not drawn)	113	113	101	94	100	92	105	99
CC(C)NC(=O)OC(C)C	111	.	.	99	109	70	114	.
COc1cc(-c2nn(C(C)(C)C)cc2-c2ccnc(NCCCNS(=O)(=O)c3cccc(F)c3)n2)ccc1Cl	80	41	55	51	82	67	65	.
CCOc1ccccc1/C=C1/SC(N2CCC(C)CC2)=NC1=O	90	96	94	97	98	97	105	98
COc1ccc(-c2cc(/C=C/C(=O)c3cc(OC)c(OC)c(OC)c3)[nH]n2)cc1OC	53	.	.	21	27	-79*	-27*	4.1*
O=c1[nH]cc(Br)c(=O)[nH]1	98	99	.	104	108	96	101	115
CCNCCNc1cc(-c2cccc(C(F)(F)F)c2)c(C#N)c2nc3ccccc3n12	-89*	-89*	-58*	-92*	-96*	-86*	-75*	-12*
CCOC(=O)N(C1CCCCC1)C1CCCCC1	105&78	102&106	97&110	103&101	103&96	98&103	111	113&109
O=C1OC(N2CCCCC2)c2nc3ccccc3c(/C=C/c3ccccc3)c21 (stereo not drawn)	107	92	87	94	98	97	103	93
CN(C)c1nc(NCCNS(=O)(=O)c2ccc(C3=Nc4c(N)nc(N)nc4NC(c4ccc(F)cc4)C3)cc2)nc(Nc2ccc(F)cc2)n1 (stereo not drawn)	28	47	.	66	21	-40*	72	8.7*
Cc1cc(C)cc(Nc2ccc([N+](=O)[O-])c(NCCN3CCOCC3)n2)c1	2.0*	66	68	24	-20*	16	35	5.3*
Cc1ccnc(NC(=O)Cn2cc(COc3ncnc4c3cnn4-c3ccccc3)nn2)c1	102	85	84	90	84	91	92	92
COc1ccc(N=Cc2sc(=S)[nH]c2O)cc1	105	.	94	93	98	99	102	99
COc1cc(/C=C2\SC(=S)N(NC(=O)C(C)c3ccc(CC(C)C)cc3)C2=O)cc(OC)c1OC (stereo not drawn)	98	.	87	92	86	92	97	73
CCCCCCCCOC(=O)c1ccc(O)c(OC)c1	106	105	85	90	97	59	99	1.1*
COc1ccc(S(=O)(=O)N2CCCCCC2)cc1NC(=O)c1[nH]c(C)c2c1CCCCC2=O	43	38	32	30	-44*	-34*	27	34
O=C(Nc1cccc(-c2cc(=O)c3ccccc3o2)c1)Nc1ccc2c(c1)OCO2	98	89	129	97	97	102	105	.
Nc1ccccc1CCO	95	.	114	101	100	95	91	101
CN(C)c1ccc2cc(-c3cc4c(oc3=O)-c3ccccc3OC4O)c(=O)oc2c1 (stereo not drawn)	-48*	23	-49*	40	-34*	-32*	12	-21*
N#CCC(=O)N1CCOCC1	97	100	96	77	97	98	89	72
Nc1ncncc1-c1ccccc1	104	97	103	94	96	102	90	99

Compound profiles, as listed above. Order of screens: M14, EKVX, HOP-92, A549/ATCC, SK-MEL-5, LOX IMVI, HOP-62, CCRF-CEM
Record of `CCCCCCCCOC(=O)c1ccc(O)c(OC)c1` → 106, 105, 85, 90, 97, 59, 99, 1.1*
Record of `COc1ccc(-c2cc(/C=C/C(=O)c3cc(OC)c(OC)c(OC)c3)[nH]n2)cc1OC` → 53, ., ., 21, 27, -79*, -27*, 4.1*

(continued)
SMILES	M14	EKVX	HOP-92	A549/ATCC	SK-MEL-5	LOX IMVI	HOP-62	CCRF-CEM
CCn1cc(-c2ccnc(NCCCNS(=O)(=O)c3ccccc3)c2)c(-c2cccc(OC)c2)n1	111	89	72	102	85	97	98	100
CCOC(=O)c1c2ncccc2n2c(=O)n(Cc3ccccc3)nnc12	99	86	83	93	84	90	101	51
O=S(=O)(Nc1ncccn1)c1ccc(-n2c(-c3ccc(F)cc3)nc(-c3ccccc3)c2-c2ccccc2)cc1	57	36	47	68	50	63	82	37
Oc1cccc(-c2nc3sccn3c2-c2ccncn2)c1	19	93	83	100	91	36	103	94
Nc1nc(=O)n(C2CCCO2)cc1Br (stereo not drawn)	.	103	85	100	110	95	98	114
COc1ccc(NC(=O)Cn2c(=O)sc3c(-c4ccc(Cl)cc4)cc(-c4ccc(Cl)cc4)nc32)cc1	94	95	.	97	99	91	98	112
OCC1OCC(O)C(O)C1O (stereo not drawn)	.	115	102	109	101	96	95	91
C=C(C)[C@@H]1CC[C@]2(C(=O)N3CCN(C)CC3)CC[C@]3(C)[C@H](CC[C@@H]4[C@@]5(C)C/C(=C/c6cccnc6)C(=O)C(C)(C)[C@@H]5CC[C@]43C)[C@@H]12	70	84	53	49	69	79	88	29
FC(F)(F)c1cccc(/C=C/c2nn3c(Cc4ccccc4)nnc3s2)c1	107	87	88	97	107	109	103	102
CC(=O)Nc1ccc(S(=O)(=O)N=[N+]=[N-])cc1	45	93	.	95	102	90	101	.
COc1cc(C2=NN(C(C)=O)C(c3ccc(N4CCOCC4)cc3)C2)cc(OC)c1OC (stereo not drawn)	84	101	92	104	98	98	92	97
O=C(NNC(=O)Nc1ccc(Cl)cc1)Nc1ccccc1	99	98	.	90	100	105	98	106
COc1ccc(/C=C/C(=O)OCC(=O)NNC(=O)c2ccccc2)cc1OC	107	84	79	99	98	87	84	94
C#CCOc1cccc(-c2ncc3cc(NC(=O)CCl)ccc3n2)c1	-46*	-1.1*	14	73	-65*	-50*	-6.0*	-17*
O=C(O)C1C2CC3C(OC(=O)C31)C2Br (stereo not drawn)	98&97	96&106	94&91	101&80	93&103	95&101	99&93	107&89
CCC(NC(c1cc2cccc3ccc4cccc1c4c32)c1nnnn1C(C)(C)C)C1CCCCC1 (stereo not drawn)	81	92	.	70	6.4*	48	70	58
OC[C@@H](O)C(O[C@@H]1O[C@H](CO)[C@H](O)[C@H](O)[C@H]1O)[C@H](O)[C@@H](O)CO (stereo partly drawn)	100	95	82	110	106	99	97	106
O=C1OCC/C1=N/O	102	102	103	95	101	98	97	103
COc1cc(OCc2cccc(-c3ccccc3)c2C)cc(OC)c1/C=C/c1ccc(B2OC(C)(C)C(C)(C)O2)cc1	92	88	61	92	96	91	92	88
NC1[C@H]2CN(c3cnc(C(=O)Nc4cc(F)cc5cccnc45)cn3)C[C@@H]12 (stereo partly drawn)	79	82	25	92	89	72	82	30
O=C(CC(c1ccccc1)N1CCN(C(CC(=O)c2ccccc2)c2ccccc2)CC1)c1ccccc1 (stereo not drawn)	103	109	.	94	100	95	102	92
O=C1N(Cc2ccccc2Cl)c2ccccc2C12NN=C(c1ccccc1)S2 (stereo not drawn)	58	58	.	53	53	42	61	57
Cc1ccccc1NC(=O)CN(C)C	104	108	123	96	105	100	98	107
CCc1ccc(S(=O)(=O)NC(=O)NC2CCCC2)cc1	101	102	110	97	103	97	103	97
CCOC(=O)/C=C/c1c(OC)cc(OC)cc1OC	112	102	.	97	97	106	114	95

As entered above.
FC(F)(F)c1cccc(/C=C/c2nn3c(Cc4ccccc4)nnc3s2)c1 in HOP-62: 103
O=C(O)C1C2CC3C(OC(=O)C31)C2Br (stereo not drawn) in HOP-92: 94&91
O=C(NNC(=O)Nc1ccc(Cl)cc1)Nc1ccccc1 in SK-MEL-5: 100
CCC(NC(c1cc2cccc3ccc4cccc1c4c32)c1nnnn1C(C)(C)C)C1CCCCC1 (stereo not drawn) in M14: 81
Nc1nc(=O)n(C2CCCO2)cc1Br (stereo not drawn) in HOP-92: 85

More structures follow.
SMILES	M14	EKVX	HOP-92	A549/ATCC	SK-MEL-5	LOX IMVI	HOP-62	CCRF-CEM
COc1ccc(C2=C(CN)C(O)NC(=NCC(=O)c3ccc4ccccc4c3)N2)cc1 (stereo not drawn)	95	113	113	95	108	96	99	110
Oc1ccc(-c2cc(-c3ccc(-c4cc(-c5ccc(O)cc5)nc(-c5ccc(O)cc5)c4)cc3)cc(-c3ccc(O)cc3)n2)cc1	91	117	102	90	88	43	94	27
COc1ccc(C(O)(c2ccccc2)C(C(=O)O)c2ccccc2)cc1 (stereo not drawn)	103	111	63	.	102	97	.	102
O=C(CCCC1SCC2NC(=O)NC21)NCCCc1cn(CCOCc2ccccc2)nn1 (stereo not drawn)	99	102	102	102	102	98	100	103
CC(C)(C)n1cc(-c2ccnc(NCCCNS(=O)(=O)c3ccc(C(F)(F)F)cc3)n2)c(-c2ccc(Cl)c(O)c2)n1	75	75	.	61	96	92	110	59
Cc1ccc(/C=N/NC(N)=S)s1	102	96	100	109	.	101	102	100
NC(=O)c1ccccc1OCc1ccccc1	105	.	.	.	101	96	103	.
CCN1CCN(c2ccc(NC(=O)Nc3nc4ccc(-c5ccccc5OC)cc4s3)cc2)CC1	-70*	-68*	2.2*	-77*	-99*	-86*	-66*	-17*
O=C(c1ccccc1)n1oc(=O)c2ccccc21	104	107	110	106	82	91	110	94
CCOC(=O)C1=C(c2ccccc2)N=C2SC3C(=NN(c4ccccc4)C3c3ccc(Br)cc3)N2C1c1ccc(O)c(OC)c1 (stereo not drawn)	91	81	68	76	94	91	97	80
[2H]c1c([2H])n([C@@H]2O[C@H](COC(C)=O)[C@@H](OC(C)=O)[C@H]2OC(C)=O)c(=O)[nH]c1=O	101	105	.	95	101	96	88	111
c1ccc(-c2ccccc2Nc2nc3ccccc3s2)cc1	107	114	.	96	96	85	115	100
Nc1n[nH]c2cccc(C#Cc3cccc(C(=O)Nc4ccc(CN5CCOCC5)c(C(F)(F)F)c4)c3)c12	5.1*	63	36	43	17	6.8*	52	21
CCCCCCCCCCOc1ccc(/C=C/C(=O)c2ccc(B(O)O)cc2)cc1	99	.	58	75	97	92	102	80
COc1ccc(-c2noc(C(=O)O)c2-c2cc(OC)c(OC)c(OC)c2)cc1	12	44	55	43	13	35	37	7.8*
COc1ccc2[nH]cc(C(c3ccccc3)N3CCCC3)c2c1 (stereo not drawn)	101	.	89	101	102	100	99	89
CCc1nc(C#N)c(N2CCC(c3nc(-c4ccccc4)no3)CC2)o1	98	93	83	103	100	.	101	.
O=C(/C=C\c1ccccc1)c1ccc(C2CCCCC2)cc1	102	101	103	100	102	99	91	111
Nc1cccc(C(=O)NO)c1	97	.	136	100	99	106	104	112
N#Cc1c(-c2ccc(F)cc2)nc(NNC(N)=S)nc1N1CCOCC1	97	90	88	92	97	96	96	90
COc1cc2c(c(OC)c1OC)c(=O)c1ccc(OC)c(OC)c1n2C	107	86	104	81	102	97	78	105
CCN(CC)c1ccc(-c2ccccc2)cc1	109	98	.	101	110	103	105	.
COc1ccc(/C=C/C(=O)O)cc1OC	106&101	103&106	97&89	104&100	98&98	99&100	105&104	98
CCCCCCCCCCCCCCCCCN(C)C(=O)OCC	111	100	87	.	99	97	102	99
CS(=O)(=O)Nc1cccc(-c2ccc3ncnc(Nc4ccc(F)c(Cl)c4)c3c2)c1	10	7.2*	35	25	21	-35*	40	19

An excerpt of these results, bar-delimited.
smiles | M14 | EKVX | HOP-92 | A549/ATCC | SK-MEL-5 | LOX IMVI | HOP-62 | CCRF-CEM
[2H]c1c([2H])n([C@@H]2O[C@H](COC(C)=O)[C@@H](OC(C)=O)[C@H]2OC(C)=O)c(=O)[nH]c1=O | 101 | 105 | . | 95 | 101 | 96 | 88 | 111
COc1cc2c(c(OC)c1OC)c(=O)c1ccc(OC)c(OC)c1n2C | 107 | 86 | 104 | 81 | 102 | 97 | 78 | 105
Nc1n[nH]c2cccc(C#Cc3cccc(C(=O)Nc4ccc(CN5CCOCC5)c(C(F)(F)F)c4)c3)c12 | 5.1* | 63 | 36 | 43 | 17 | 6.8* | 52 | 21
COc1ccc(C(O)(c2ccccc2)C(C(=O)O)c2ccccc2)cc1 (stereo not drawn) | 103 | 111 | 63 | . | 102 | 97 | . | 102

Gathered by group, the entries above with a thiophene ring, fused or not
SMILES	M14	EKVX	HOP-92	A549/ATCC	SK-MEL-5	LOX IMVI	HOP-62	CCRF-CEM
Cc1ccsc1/C=C1/C(=O)N(C)c2ccccc21	101	45	93	101	82	93	97	107
Cc1ccc(/C=N/NC(N)=S)s1	102	96	100	109	.	101	102	100

(next part)
SMILES	M14	EKVX	HOP-92	A549/ATCC	SK-MEL-5	LOX IMVI	HOP-62	CCRF-CEM
c1ccc(Nc2c(-c3c[nH]c4ccccc34)nc3sc4ccccc4n23)cc1	101	96	86	98	102	93	92	101
COC(=O)C(Cc1cccc(-c2ccc(Cl)nc2)c1)NC(=O)OCc1ccccc1 (stereo not drawn)	95	98	81	92	96	86	71	91
COc1cc(CNCCO)cc(OC)c1	96	106	92	109	95	102	.	103
COc1c(F)ccc(C(=O)Nc2ccc3nc(NC(=O)C4CCCN(S(=O)(=O)c5ccc(Br)c(F)c5)C4)sc3c2)c1F (stereo not drawn)	81	89	.	74	86	79	105	87
O=C1Nc2ccc(Cl)cc2C12Nc1cc(Cl)ccc1S2 (stereo not drawn)	94	73	77	73	71	78	103	97
CCOC(=O)c1cc2c(nc1OC)-c1cnn(-c3ccc(OC)cc3)c1CC2	90	.	55	69	71	56	105	38
COC(=O)/C=C/N1CCOCC1	102	107	111	81	100	100	87	98
CC1CCCC1(N)C(=O)O (stereo not drawn)	96	95	102	97	103	94	93	107
CCCC(C)C(=O)OC1CCC(C)CC1 (stereo not drawn)	98	91	94	98	97	95	94	102
N#Cc1ncc(-c2ccc(F)c(F)c2)c(NC2CCCCCC2)n1	101	.	73	96	88	82	91	82
C=C1[C@]2(C(=O)OC)C=C(C=O)C(O)[C@@]1(C)CC1[C@@]3(C)CC[C@H](O)C(C)(C)C3CC[C@]12C (stereo partly drawn)	112	112	108	99	98	97	107	88
Clc1ccc(Nc2cccc(-c3cn[nH]c3)c2)cc1	96	75	61	78	97	89	87	83
c1ccc(CCn2nnc3c(Nc4ccc(N5CCOCC5)cc4)ncnc32)cc1	44	.	-2.5*	74	82	97	91	72
O=C(O)c1cc(I)ccc1O	110	100	121	93	103	92	100	99
O=c1[nH]nc(Br)c(=O)n1C(c1ccccc1)c1ccccc1	100	99	80	82	82	.	105	99
